Ba/F3 V617F tox: reduced viability of JAK2V617F-dependent Ba/F3 cells, primary screen, JAK2V617F inhibitor project, cell-based, Ba/F3 EpoR-JAK2V617F, luminescence; ATP luminescence; inhibition, % at 5.6 µM; hit rate 1.1% among 220,000; AID 1446, 2008;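 active = inhibition above the campaign mean plus 3 SD over all tested compounds, cut at about 24% in these data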;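 also: cytokine-independent growth of Ba/F3 cells driven by EpoR plus mutant JAK2; 0% = DMSO-treated cells and 100% = JAK inhibitor I control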
NCF1 inh: p47phox/p22phox peptide binding inhibitors, primary screen, biochemical, uHTS, NADPH oxidase regulatory subunit; hit rate 0.53% among 220,000; inhibition, % at 24.7 µM; Neutrophil cytosol factor 1 (Homo sapiens), P14598; fluorescence polarization, 2 h;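 active = inhibition above about 30%, limit read from the data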;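 also: 0% = p47phox with labelled peptide and 100% = labelled peptide alone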
Target sequence (P14598 whole entry, looked up): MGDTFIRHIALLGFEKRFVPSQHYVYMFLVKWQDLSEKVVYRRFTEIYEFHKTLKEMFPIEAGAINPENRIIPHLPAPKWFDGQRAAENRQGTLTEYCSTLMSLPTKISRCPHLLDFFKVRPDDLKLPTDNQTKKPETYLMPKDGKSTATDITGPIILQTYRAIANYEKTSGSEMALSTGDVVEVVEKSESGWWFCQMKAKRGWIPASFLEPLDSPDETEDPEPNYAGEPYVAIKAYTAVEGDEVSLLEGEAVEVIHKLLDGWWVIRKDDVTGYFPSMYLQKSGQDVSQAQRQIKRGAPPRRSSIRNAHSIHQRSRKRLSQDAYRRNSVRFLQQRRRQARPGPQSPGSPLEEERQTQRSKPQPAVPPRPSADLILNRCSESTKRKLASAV
PPC-1+TRAIL kill: compounds killing PPC-1 cancer cells with TRAIL present, primary screen, TRAIL potentiator project, ATPLite luminescence, uHTS; PPC-1 cells + TRAIL, ATPLite viability luminescence; cell killing (% activity), % at 4 µM; hit rate 0.41% among 220,000; AID 1443, 2008;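 active = cell killing above 50% in the first pass at 4 µM, then a duplicate retest at 5 µM averaging 50% or more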;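 also: plate controls were cells with TRAIL plus DMSO for no effect and medium-only wells lacking cells for full effect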
Furin inh: human furin inhibitors, primary screen, biochemical, fluorescence intensity; P09958; purified furin, fluorogenic substrate cleavage; inhibition, % at 30 µM; hit rate 0.061% among 220,000; AID 463115, 2010; in the data active = inhibition above about 25%; also: inactives centre near -15
p97 inhibitor: inhibitors of human p97 ATPase, primary screen, biochemical; Transitional endoplasmic reticulum ATPase (Homo sapiens), P55072; recombinant p97 ATPase, Kinase-Glo ATP luminescence, 3 h; inhibition, % at 8 µM; hit rate 0.42% among 220,000; AID 1481, 2009; in the data active = inhibition above about 15%;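 also: 0% = DMSO vehicle and 100% = wells lacking enzyme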
PGE2 EP2 inh: human EP2 receptor antagonists, primary screen, TR-FRET cAMP, C6 glioma cells | Prostaglandin E2 receptor EP2 subtype (Homo sapiens), P43116 | C6 glioma cells expressing human EP2; cells stimulated with saturating PGE2 | inhibition, % at 25 µM | hit rate 0.52% among 260,000;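 active = percent inhibition above 40 after rounding to a whole number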;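 also: rat C6 glioma host cells with rolipram phosphodiesterase inhibitor present; the protocol text gives 20 µM as final concentration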
Target sequence (P43116 whole entry, looked up): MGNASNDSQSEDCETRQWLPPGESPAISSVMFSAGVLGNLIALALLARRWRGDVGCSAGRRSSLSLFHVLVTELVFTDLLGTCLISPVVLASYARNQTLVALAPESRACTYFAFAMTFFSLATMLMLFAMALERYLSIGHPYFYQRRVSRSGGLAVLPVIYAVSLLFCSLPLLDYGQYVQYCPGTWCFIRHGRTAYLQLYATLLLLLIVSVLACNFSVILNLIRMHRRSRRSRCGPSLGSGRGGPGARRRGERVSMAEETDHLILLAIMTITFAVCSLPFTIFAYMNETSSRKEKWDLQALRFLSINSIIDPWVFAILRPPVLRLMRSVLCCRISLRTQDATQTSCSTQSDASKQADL
RBBP9 inh: human RBBP9 inhibitors, primary screen, biochemical, fluorescence polarization, FP-Rh probe, HTS; recombinant RBBP9; Serine hydrolase RBBP9 (Homo sapiens), O75884; inhibition, % at 7.94 µM; AID 1515, 2009; hit rate 0.2% among 220,000;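 active = inhibition above the campaign mean of all tested compounds plus 3 SD, cut at about 14% in these data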;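 also: plate controls were DMSO wells with RBBP9 for no effect and wells lacking RBBP9 protein for full effect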
Target sequence (O75884 whole entry, looked up): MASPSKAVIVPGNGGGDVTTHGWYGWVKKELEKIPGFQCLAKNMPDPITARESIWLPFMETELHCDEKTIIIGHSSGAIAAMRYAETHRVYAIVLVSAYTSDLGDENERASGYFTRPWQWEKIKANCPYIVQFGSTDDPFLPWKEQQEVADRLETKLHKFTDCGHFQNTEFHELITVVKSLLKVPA
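Assay system: recombinant human RBBP9; Reagent: Serine-hydrolase probe FP-Rh, 375 nM pre-mixing; Doses: 7.94 µM single dose, 0.794% DMSO; Incubation: 30 min then 45 min, 25 °C; Detection: fluorescence polarization (mP), excitation 525 nm, emission 598 nm; Evaluation: percent inhibition from mP, scaled between DMSO and no-protein wells.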
BaF3 parental: parental Ba/F3 cell viability inhibition, counter-screen for JAK2V617F inhibitor project, murine pro-B, CellTiter-Glo luminescence | CellTiter-Glo ATP luminescence | inhibition, % at 5.6 µM | hit rate 1.1% among 220,000 | AID 1486, 2009;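 active = inhibition above a per-campaign cutoff, the mean inhibition of all tested compounds plus 3 SD, cut at about 27% in these data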;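 also: 0% = DMSO wells and 100% = JAK Inhibitor I control wells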
Tb hexokinase: Trypanosoma brucei hexokinase 1 inhibitors, primary screen, biochemical, G6PDH-coupled NADH absorbance, MLSCN library; inhibition, % at 10 µM; recombinant TbHK1, G6PDH-coupled NADH A340; hexokinase 1 [Trypanosoma brucei]; hit rate 0.11% among 220,000;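 active = inhibition of 50% or more in the single-dose primary screen; inactive = inhibition below 50%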
The depositor's hits bear a star; . = not tested or not shown; & = joins results of further samples; [ ] = dose if it differs, or a comment. An excerpt; rates above refer to the full screens.

| Compound | RBBP9 inh | PGE2 EP2 inh | NCF1 inh | Furin inh | PPC-1+TRAIL kill | Ba/F3 V617F tox | BaF3 parental | p97 inhibitor | Tb hexokinase |
| --- | --- | --- | --- | --- | --- | --- | --- | --- | --- |
| Cc1cc(N2CCN(C(c3ccccc3)c3ccc(Cl)cc3)CC2)n2ncnc2n1 (stereo unspecified) | -9 | 9 | -7 | -11 | 16 | 0 | 8 | -2 | -3 |
| CS(=O)(=O)N(CC(=O)N1CCCCC1)Cc1ccc(Cl)cc1 | -4 | 5 | -6 | -5 | 15 | 1 | 8 | -1 | 32 |
| COc1ccc(C)cc1S(=O)(=O)N1CCC(C(=O)N2CCOCC2)CC1 | 1 | 7 | -11 | -6[20 µM] | 0 | 0 | 9 | 3 | 3 |
| CCCCn1c(=O)c(C(C)=O)c(O)c2ccccc21 | -8 | 8 | 1 | -13 | 4 | -1 | 1 | 1 | -7 |
| CN(Cc1cnn(C)c1)C(=O)c1cc2ccccc2oc1=O | -12 | 9 | -9 | -10[20 µM] | 3 | -1 | 3 | 3 | -13 |
| CCCCNS(=O)(=O)c1ccc2nc(SCC(=O)Nc3ccccc3Cl)[nH]c2c1 | -12 | 11 | -27 | -3 | 7 | 7 | 9 | -3 | 13 |
| O=C(Nc1ncc2c(n1)-c1ccccc1OC2)c1ccc(F)cc1 | -6 | 7 | 3 | -54 | -5 | 1 | 9 | 0 | -11 |
| Cn1cc(C(=O)Nc2ccc(F)c(F)c2)cn1 | -8 | 12 | -4 | 0[20 µM] | -16 | -2 | 2 | 0 | 1 |
| CCn1cc(C(=O)Nc2ccc(F)c(F)c2)cn1 | -2 | 3 | -12 | -15 | -2 | 5 | 4 | -1 | 1 |
| COc1ccc(CNC(=O)CCCN2C(=O)c3ccccc3C2=O)cc1 | -4 | 4 | 1 | -29 | 7 | 3 | 4 | -2 | 3 |
| Cc1ccc2nc(NCC(=O)O)nc(-c3ccccc3)c2c1 | -4 | 23 | -3 | -26[20 µM] | -24 | -1 | 0 | 0 | -7 |
| NS(=O)(=O)c1ccc(NC(=O)CN2C(=O)CCC2=O)cc1 | -1 | 5 | -11 | -17 | 1 | -1 | -3 | 0 | -10 |
| Cc1nc(-n2nnc3cc(C)c(C)cc32)c2c3c(sc2n1)CCCC3 | -9 | 7 | -3 | -25[20 µM] | 1 | -1 | 6 | -3 | -9 |
| COc1cc2c(cc1OC)C(c1cccc([N+](=O)[O-])c1)N(C(=O)c1ccccc1C(=O)O)CC2 (stereo unspecified) | -5 | 13 | -3 | -24 | 5 | 1 | 10 | 7 | -8 |
| O=C(N/N=C/C(Br)=C\c1ccccc1)c1ccc2nc[nH]c2c1 | -7 | 8 | -6 | -1 | 11 | 3 | 2 | 0 | -23 |
| COc1cc2oc3ccccc3c2cc1N(CC(=O)N(C)C)S(=O)(=O)c1ccc(C)cc1 | 10 | 10 | -5 | -14[20 µM] | -8 | -1 | 5 | 0 | -13 |
| Cc1ccc(C(=O)OCC(=O)c2c[nH]c3ccccc23)cc1S(=O)(=O)N1CCCCC1 | -19 | 12 | -55 | -14 | 47 | 5 | 7 | 0 | 8 |
| Cc1ccc(/C=C/C(=O)OCC(=O)N2CC(=O)Nc3ccccc32)o1 | -11 | 2 | -2 | 10 | 7 | 1 | 4 | -2 | -35 |
| O=C(/C=C/c1ccccc1)NCCSc1ccc(Cl)cc1 | -8 | 19 | -11 | -30 | -13 | -6 | 0 | 2 | 3 |
| CC1CN(c2ccc(NS(=O)(=O)c3ccccc3)cc2C(=O)O)CC(C)O1 (stereo unspecified) | 2 | 11 | 1 | -11 | 12 | 0 | 0 | 2 | -9 |

| Compound | RBBP9 inh | PGE2 EP2 inh | NCF1 inh | Furin inh | PPC-1+TRAIL kill | Ba/F3 V617F tox | BaF3 parental | p97 inhibitor | Tb hexokinase |
| --- | --- | --- | --- | --- | --- | --- | --- | --- | --- |
| C=CCn1c(COc2ccccc2)nnc1SCC(=O)C(C)(C)C | -9 | 7 | -7 | -16[20 µM] | 16 | 5 | 8 | -10 | -2 |
| CC(=O)C1=C(O)C(=O)N(c2nccs2)C1c1ccccc1 (stereo unspecified) | -7 | 25 | -6 | -10[20 µM] | -13 | 2 | 8 | -3 | -34 |
| COc1cc(/C=C/C(=O)OCC(=O)Nc2ccc(C)c(S(=O)(=O)N3CCCCC3)c2)ccc1O | -11 | 5 | -5 | -6 | 2 | -2 | 1 | 5 | -6 |
| Cc1cc(C)c[n+](-c2nc3ccccc3nc2[N-]S(=O)(=O)c2ccc(Br)s2)c1 | -6 | 8 | -12 | 8 | 2 | 4 | 6 | -9 | -10 |
| CC(C(=O)O)N1C(=O)/C(=C/c2cccn2C)SC1=S (stereo unspecified) | -9 | 5 | -37 | 11 | -3 | 3 | 2 | -1 | -8 |
| CC(/C=N/n1c(-c2ccc(C)cc2)n[nH]c1=S)=C\c1ccco1 | -1 | 13 | -5 | -12 | 22 | -1 | 9 | 3 | -19 |
| COC(=O)c1cc2c(N)c(C(=O)c3ccc(Cl)cc3)sc2nc1C(OC)OC | -3 | 2 | -5 | -33 | 6 | 0 | 4 | 1 | -3 |
| CCN(CC)S(=O)(=O)c1ccc(Cl)c(NC(=O)c2cc(Cl)cc(Cl)c2)c1 | -4 | 7 | -3 | 0 | 4 | 0 | 10 | 4 | 7 |
| COc1ccc(-c2cc(C(F)(F)F)nc(SCCC(=O)N3CCN4CCCC4C3)n2)cc1 (stereo unspecified) | -5 | 7 | -13 | 4[20 µM] | 1 | -3 | 9 | -1 | -36 |
| O=C(N/N=C/c1cc(Br)cs1)c1ccccc1[N+](=O)[O-] | -5 | 8 | -1 | -3 | 6 | -4 | 3 | 0 | -8 |
| CC(C)COc1ccc2[nH]c3c(c2c1)CCCC3=O | -3 | 16 | -7 | -25[20 µM] | -7 | -3 | 3 | 2 | -8 |
| COc1ccccc1S(=O)(=O)c1ccccc1[N+](=O)[O-] | 3 | 10 | -3 | -6 | 19 | -1 | 3 | 2 | -2 |
| CC(C)[C@H](NS(=O)(=O)c1cccc(Cl)c1)C(=O)OCC(=O)N1CCN(c2ccccc2)CC1 | -6 | -1 | -9 | -20 | 11 | 1 | 6 | -2 | -4 |
| COc1ccc(CN(C(=O)c2ccc(-c3ccccc3)[nH]2)C(C(=O)NC(C)(C)C)c2ccncc2)cc1 (stereo unspecified) | 3 | 7 | -7 | -35 | 9 | -2 | 4 | 11 | -5 |
| Cc1nc(Cl)sc1C(=O)O | -2 | 3 | 0 | -6 | 0 | 3 | 2 | -5 | 55* |
| O=C(Nc1ccc(S(=O)(=O)Nc2nccs2)cc1)c1ccc(=O)[nH]c1 | -5 | 6 | -47 | -17 | 24 | -3 | 7 | 4 | -4 |
| C=CCNC(=S)N(CC=C)C1CCS(=O)(=O)C1 (stereo unspecified) | 0 | 7 | -11 | -7 | 6 | -1 | 5 | 4 | -3 |
| CC1(C(=O)NC2CCCC2)CCC(=O)N1Cc1ccccc1Cl (stereo unspecified) | 1 | 12 | -7 | -24[20 µM] | 6 | -3 | 4 | 1 | -10 |
| COc1ccc(-n2c(=O)c3c(C)c(C)sc3n(Cc3ccc(F)cc3)c2=O)c(OC)c1 | 5 | 7 | -10 | -11 | -16 | -3 | -3 | -1 | -8 |
| CC(=O)N1N=C(c2ccccc2)OC1c1cccnc1 (stereo unspecified) | -9 | 11&8 | -4 | -24 | 12 | -1 | 3 | 3 | 5 |

| Compound | RBBP9 inh | PGE2 EP2 inh | NCF1 inh | Furin inh | PPC-1+TRAIL kill | Ba/F3 V617F tox | BaF3 parental | p97 inhibitor | Tb hexokinase |
| --- | --- | --- | --- | --- | --- | --- | --- | --- | --- |
| O=S(=O)(NCC(c1ccco1)N1CCN(c2ccccc2F)CC1)c1ccc2c(c1)OCCO2 (stereo unspecified) | -9 | 11 | -12 | -11 | 22 | -2 | 5 | 7 | 4 |
| CCOC(=O)CN1NC2(CCC(C)CC2)NC1=S (stereo unspecified) | -4 | 10 | -7 | -22[20 µM] | -8 | -2 | 3 | -3 | -7 |
| Cc1c(C(=O)NCCSCc2ccc(Cl)cc2Cl)cccc1[N+](=O)[O-] | 0 | . | -10 | -22[20 µM] | 20 | -3 | 2 | -2 | 0 |
| COC(=O)C(Cc1ccccc1)NC(=O)COc1ccc(C(C)(C)C)cc1 (stereo unspecified) | -10 | 6 | -5 | -7[20 µM] | 1 | 0 | 6 | -2 | 7 |
| S=C(Nc1ccc2cn[nH]c2c1)Nc1ccccc1Cl | -2 | 12 | -19 | -24 | -12 | -1 | 5 | 7 | -2 |
| CC1(C)C2([N+](=O)[O-])CN3CC1([N+](=O)[O-])CN(C2)C3C(O)C(O)C(O)CO (stereo unspecified) | -7 | 4 | -10 | -26 | 1 | -1 | 1 | 5 | -2 |
| O=C(NCCCN1CCOCC1)c1ccc(Sc2ccccc2Cl)c([N+](=O)[O-])c1 | -4 | 6 | -3 | -14 | 22 | -3 | 0 | 0 | 0 |
| Cc1cc(SCCC(=O)O)nc2ccccc12 | 2 | 12 | . | -10 | 8 | -4 | -1 | 14 | -8 |
| CCOC(=O)c1ccccc1NC(=O)N[C@@H](C)C(=O)OC | -4 | 5 | -7 | -15[20 µM] | 22 | -2 | -1 | -3 | -3 |
| O=C(O)CCC(=O)Nc1ccc(C(=O)OC2CCCCC2)cc1 | -11 | 13 | -8 | -16 | 3 | 2 | 5 | 1 | -3 |
| CCN(CC)C(=S)NC(=O)c1ccc(OC)c(Br)c1 | -11 | 1 | -1 | 11 | 6 | 4 | 4 | -4 | 6 |
| Cc1noc(C)c1C(=O)OCC(=O)Nc1ccc(C(N)=O)cc1 | -5 | 5 | 1 | -11 | 1 | -1 | 2 | -7 | 7 |
| Cc1cccc(N2CC(C(=O)O)CC2=O)c1 (stereo unspecified) | 8 | 11 | -6 | -17[20 µM] | 9 | 5 | 7 | 1 | -3 |
| CS(=O)(=O)NCCCNc1ccc(Cl)cc1[N+](=O)[O-] | -2 | 2 | 7 | -19[20 µM] | 17 | -4 | 1 | 2 | -5 |
| CSc1nnc(CCCCCCCCc2nnc(SC)o2)o1 | 16* | 11 | -13 | -22 | 9 | 0 | 2 | -2 | 2 |
| CC1CN(C(=O)c2ccccc2)c2ccccc2NC1=O (stereo unspecified) | -1 | 7 | -1 | -14 | 3 | 1 | 10 | -3 | 5 |
| CCOc1ccc(C(CC(=O)O)NC(=O)COc2ccccc2OC)cc1OC (stereo unspecified) | -6 | 6 | -2 | -19 | 2 | 0 | 9 | 6 | 13 |
| Cc1ccc(C(=O)c2cc3ccccc3o2)cc1[N+](=O)[O-] | -3 | 1 | 2 | -24 | 15 | -3 | 2 | 2 | -4 |
| FC(F)(F)c1cccc(NC(=S)N2CCN(c3cccc(C(F)(F)F)c3)CC2)c1 | -1 | 6 | 2 | -25 | 18 | -3 | -1 | -2 | -11 |
| O=C(CSc1nnc(COc2cccc3ccccc23)o1)N1c2ccccc2CCc2ccccc21 | -7 | 15 | -7 | -15[20 µM] | 12 | 4 | 7 | 0 | -15 |
| CC(C)(C)OC(=O)NCC(=O)Oc1cc2oc(=O)cc(-c3ccccc3)c2cc1Cl | -5 | 4 | -6 | -10 | -3 | -4 | 0 | -1 | -13 |
